Source: PubChem BioAssay
Statin myotox sup: suppressors of simvastatin-induced myotoxicity in C2C12 myotubes; rescue of ATP level, % at 7.49 µM; ATP luminescence, 48 h; scaled: DMSO 0, geranylgeraniol control 100; AID 602340; actives 0.78% (n = 330,000);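 active = mean ATP rescue above about 67%, or every replicate alone reaching that limit, limit read from the data, passing the limit was not always enough; inconclusive = no clear call, values can overlap the other calls; inactive = mean under the limit and some replicate under it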;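 note: myotubes were challenged with 10 µM simvastatin during compound exposure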
esBAF inh: SWI/SNF esBAF complex inhibition; actives 2% (n = 350,000); AID 602393; reporter increase, % at 12.5 µM; mouse ES cells, Bmi1-luciferase knock-in reporter, 24 h; 100% = twice the neutral-well signal; in the data active = activation above about 40%; inconclusive = no clear call, values can overlap the other calls;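 note: 0% = median of the plate's neutral control wells and 100% = double that signal; a rise in the Bmi1 reporter signal indicates esBAF inhibition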
Starred values were filed as active, the others as inactive; u = inconclusive. Some of the compounds tested; the hit share may differ from the screen's.

Every second line gives: Statin myotox sup | esBAF inh
1	CCOC(=O)N1CCN(Cc2cccs2)CC1
→ -3 | 2
2	C=CCn1c(SCn2nnc3ccccc3c2=O)nnc1C1CCCCC1
→ -2 | -2
3	COC(=O)c1c(N)nc(C)n1-c1ccc(OC)cc1
→ -2 | -3
4	CC1CCCC(NC(=O)CSc2nccn2C)C1C (centres undefined)
→ -2 | 0
5	CCCCN(CC)C(=O)C1CCC(=O)N(c2ccc(OC)cc2)C1c1ccc(OC)c(OC)c1 (centres undefined)
→ 16 | 6
6	CCOc1cccc2cc(C(=O)NCc3ccccc3)c(=N)oc12
→ 1 | 20
7	CCOc1ccc2nc(NCCNC(=O)CC)c(C#N)cc2c1
→ 12 | 8
8	O=C(O)CC(C(=O)O)n1nc(-c2ccccc2)cc1-c1ccccc1 (centres undefined)
→ -9 | 58*
9	O=C(Nc1ccccc1C(=O)O)c1ccccc1
→ 4 | 5
10	N#Cc1c(N)n(CCNC(=O)c2cccs2)c2nc3ccccc3nc12
→ -2 | -7
11	CCn1c(SCC(=O)NCCOC)nc2sc3c(c2c1=O)CCCC3
→ 1 | 5
12	CC(C(=O)Nc1nccs1)N1C(=O)C2CC=CCC2C1=O (centres undefined)
→ -2 | -2
13	O=c1cc(NCc2ccco2)c2ccccc2o1
→ 5 | -10
14	O=C(O)CSCCc1ccccn1
→ 5 | -3
15	O=C(NC12CC3CC(CC(C3)C1)C2)C1=COCCO1
→ -3 | 6
16	CCCc1cc(=O)[nH]c(Nc2ccc(O)cc2)n1
→ 3 | -6
17	CC(C)c1c(O)nc(SCC(=O)Nc2ccc3c(c2)CCC3)[nH]c1=O
→ -2 | -5
18	CC(=O)c1cccc(NC(=O)CN(c2cccc(F)c2)S(C)(=O)=O)c1
→ 111* | -2
19	Cc1cccc(C)c1NC(=O)Cn1nc(-c2ccccc2)nc1-c1ccccc1
→ -2 | -7
20	CCC(C)(C)NC(=O)CN(Cc1cccs1)C(=O)C(=O)Nc1ccc2c(c1)OCCO2
→ 10 | -8

Every second line gives: Statin myotox sup | esBAF inh
21	COc1ccc(C2(C(=O)Nc3c(C)n(C)n(-c4ccccc4)c3=O)CCCC2)cc1OC
→ 4 | -8
22	Cc1cccc(NC(=S)Nc2ccc(Br)cc2)c1
→ 13 | 15
23	Cc1cc(C)c(S(=O)(=O)N2CCCCC2)c(C)c1N(C)S(=O)(=O)c1ccccc1
→ -22 | -4
24	Cc1noc(C)c1S(=O)(=O)Nc1ccc(C(=O)NC2CCCCCC2)cc1
→ -35 | 6
25	CCCCCCn1c(N2CCN(c3ccccc3)CC2)nc2c1c(=O)[nH]c(=O)n2C
→ u | 4
26	COC(=O)c1ccc(CON2C(=O)c3ccccc3C2=O)cc1
→ -8 | 10
27	COC(=O)N1C(=O)[C@@](c2ccccc2)(C2CCCC2)N1C(=O)OC
→ -10 | 8
28	Cn1ncc([N+](=O)[O-])c1C(=O)N1CCOCC1
→ 3 | -4
29	CCN(CC)S(=O)(=O)c1ccc2c(c1)c(=O)c(C(=O)NCCN(C)CCc1ccccc1)cn2C
→ -3 | 4
30	c1ccc(CCn2nnnc2CN2CCCc3ccccc32)cc1
→ 10 | 4
31	O=C(Nc1ccc2oc(-c3ccccc3Cl)nc2c1)c1cncc(Br)c1
→ -80 | 11
32	C/C=C/c1ccc(OCCCNC(C)CC)c(OC)c1 (centres undefined)
→ 99* | 5
33	CCOC(=O)c1[nH]c2ccccc2c1NC(=O)C1CCCCC1
→ -8 | -3
34	COc1ccc(OC)c(S(=O)(=O)N(C)CC(=O)Nc2ccc3c(c2)OCCO3)c1
→ 4 | 12
35	O=C(CN1CCN(C2CCCCC2)CC1)Nc1ccccc1N1CCCCC1
→ 12 | 5
36	Nc1ccccc1-c1nnc(SCc2ccccc2F)[nH]c1=O
→ 15 | 3
37	CCOC1=NC(C(=O)O)c2ccccc2/C(=C(/C)Cl)N1 (centres undefined)
→ 28 | -11
38	CC(=O)c1c(N2CCN(c3ccccc3)CC2)nc(=S)n(-c2ccccc2)c1C
→ -1 | 8
39	CC1CN(CCCCOc2ccc(C(C)C)cc2)CC(C)O1 (centres undefined)
→ -7 | -3
40	O=C(NCc1ccco1)C(Cc1ccccc1)N1C(=O)C2C3C=CC(C3)C2C1=O (centres undefined)
→ 0 | -7

Whole records from above. Order of values: Statin myotox sup	esBAF inh
Results for COc1ccc(OC)c(S(=O)(=O)N(C)CC(=O)Nc2ccc3c(c2)OCCO3)c1 : 4	12
Results for CC1CN(CCCCOc2ccc(C(C)C)cc2)CC(C)O1 (centres undefined) : -7	-3
Results for Cn1ncc([N+](=O)[O-])c1C(=O)N1CCOCC1 : 3	-4

(continued)
Every second line gives: Statin myotox sup | esBAF inh
41	CCOC(=O)c1ccc(NC(=O)N2CCN(C3CCCCC3)CC2)cc1
→ 42 | -1
42	O=C1c2ccccc2NC(c2ccc(O)cc2)N1Cc1ccco1 (centres undefined)
→ 6 | -4
43	CN1CC[n+]2c(CN3C(=O)c4ccccc4C3=O)csc21
→ -2 | 0
44	COCc1cc(=O)n2[nH]c(C)cc2n1
→ -1 | -12
45	CC1CCCCC12NC(=O)N(CC(=O)NC(=O)Nc1ccc3c(c1)OCCO3)C2=O (centres undefined)
→ -8 | 57*
46	O=C(Oc1ccc(Cl)c2cccnc12)N1CCCCC1
→ 15 | 37
47	O=C(Nc1ccc(Cl)c(-c2nc3ccccc3[nH]2)c1)c1cccnc1
→ -62 | -2
48	O=C(COC(=O)c1cc(-c2cccs2)nc2ccccc12)NCc1ccco1
→ -2 | 6
49	COc1cc2[nH]c(=O)n(CCCC(=O)NC3CCCCC3)c(=O)c2cc1OC
→ 25 | -7
50	CCCS(=O)(=O)C(=C1NCCO1)S(=O)(=O)CCC
→ -6 | -3
51	CCOc1cc(CNCCc2ccc(S(N)(=O)=O)cc2)ccc1OCC(=O)NC(C)(C)C
→ 54 | -5
52	Cc1ccc(O)c(-c2cc(C(F)(F)C(F)F)[nH]n2)c1
→ 21 | 0
53	CCN1C(=O)C2(SC(NC(C)=O)=NN2C(C)=O)c2cc(C)ccc21 (centres undefined)
→ 31 | -4
54	O=C(CSCc1ccco1)Nc1cc(C(F)(F)F)ccc1N1CCOCC1
→ -3 | -7
55	Cc1cc(C)nc(-n2nc(C)c(Oc3ccccc3O)c2C)n1
→ -6 | 18
56	Cc1nnc(NC(=O)C2COc3ccccc3O2)s1 (centres undefined)
→ 3 | 46*
57	CCCCN(C(=O)CSc1nnc(Nc2ccc(C)c(C)c2)s1)c1c(N)n(Cc2ccccc2)c(=O)[nH]c1=O
→ 39 | 39
58	CC1CCN(c2nc3nonc3nc2N2CCC(C)CC2)CC1
→ 10 | -4
59	O=C(COc1ncnc2ccccc12)N1CCN(C(=O)c2ccco2)CC1
→ -16 | -6
60	Nc1cc(CN2C(=O)c3ccccc3C2=O)cc(Cl)c1O
→ -2 | -6

Shown with one line to a screen: entries from further up.
45: CC1CCCCC12NC(=O)N(CC(=O)NC(=O)Nc1ccc3c(c1)OCCO3)C2=O (centres undefined)
47: O=C(Nc1ccc(Cl)c(-c2nc3ccccc3[nH]2)c1)c1cccnc1

| Screen / compound no. | 45 | 47 |
| --- | --- | --- |
| Statin myotox sup | -8 | -62 |
| esBAF inh | 57* | -2 |

(cont.)
Every second line gives: Statin myotox sup | esBAF inh
61	COc1cccc(N2CC(C(=O)Nc3c(C)cccc3C)CC2=O)c1 (centres undefined)
→ -23 | -1
62	CC(C)(CO)Nc1nc(Nc2ccccc2)nc(Nc2ccccc2)n1
→ -24 | -2
63	C/C(=N\N)c1c(-c2ccccc2)c2cc(Br)ccc2[nH]c1=O
→ 8 | -4
64	CCN1C(N(C)CCc2c[nH]c3ccccc23)=N[C@@H](c2cccc(C(F)(F)F)c2)C(C(=O)OC)=C1C
→ 12 | -4
65	CC1(c2ccc(Cl)cc2Cl)OCC(Cn2ccnc2)O1 (centres undefined)
→ -11 | 8
66	CCOc1ccc(C(=O)N(C)C2CCS(=O)(=O)C2)cc1 (centres undefined)
→ 4 | 1
67	CCc1nnc(NC(=O)CSc2nnc(CNc3ccc(Cl)cc3)o2)s1
→ -1 | -4
68	Cc1onc(-c2c(F)cccc2Cl)c1C(=O)OCC(=O)NCc1ccco1
→ 8 | 35
69	CCOc1cc(C(=O)Nc2ccc(S(=O)(=O)Nc3cc(C)on3)cc2)cc(OCC)c1OCC
→ -7 | 4
70	CCOC(=O)N1CCN(C(=O)c2ccccc2CCc2ccccc2)CC1
→ -5 | -2
71	CCNC(=O)c1ccc(NS(=O)(=O)c2ccccc2)cc1
→ 11 | -1
72	Cc1ccc(C(=O)Nn2cnc3scc(-c4cccs4)c3c2=O)c(O)c1
→ 0 | -15
73	Cc1ccc2cc(COC(=O)C3CCCO3)c(=O)[nH]c2c1 (centres undefined)
→ -12 | -6
74	COc1ccc(/C=N/NC(=O)c2cccc([N+](=O)[O-])c2)cc1OS(=O)(=O)c1ccc(C)cc1
→ -2 | 14
75	CCc1nc2c(OCc3cccc(Cl)c3)cccn2c1N(C)C(=O)C(C)C
→ -14 | 5
76	Cn1c(N2CCOCC2)nc2c1c(=O)n(Cc1ccc(Cl)c(Cl)c1)c(=O)n2C
→ 50 | 2
77	CCOC(=O)c1ccc(NC(=O)c2cn(-c3ccccc3)nc2-c2ccncc2)cc1
→ 1 | 5
78	O=CN1CCN(C2CC(=O)N(c3ccc(Br)cc3)C2=O)CC1 (centres undefined)
→ 2 | 11
79	CCN(Cc1ccccc1)C(c1ccc(C(F)(F)F)cc1)c1nnnn1C(C)(C)C (centres undefined)
→ -30 | -16
80	O=C(NCCc1c[nH]c2ccccc12)c1ccc(-n2cnnn2)cc1
→ -34 | 0

Every second line gives: Statin myotox sup | esBAF inh
81	CCOc1ccc(NC(=O)c2ccccc2OCC(=O)c2ccccc2)cc1
→ -14 | 44*
82	CCCn1c(=O)c(C(=O)NCc2ccncc2)c(O)c2ccccc21
→ -4 | -4
83	COc1cccc(NC(=O)c2cccs2)c1
→ -4 | u
84	CCOC(=O)c1ccccc1NC(=O)CN1C(=O)c2ccccc2S1(=O)=O
→ 17 | -1
85	N#CCc1ccc(NC(=O)Nc2cccc3ccccc23)cc1
→ -6 | 49*
86	COc1ccc2[nH]c3c(NCCN4CCCCC4)ncnc3c2c1
→ -26 | -6
87	CCOC(=O)CCCn1nc(C)n2c(cc3sccc32)c1=O
→ 12 | 0
88	CCN(CC)Cc1c(O)ccc2c([N+](=O)[O-])c(C)n(-c3ccc(OC)cc3)c12
→ -27 | -14
89	COc1ccc(NC(=O)NC(C)c2ccncc2)cc1OC (centres undefined)
→ 3 | 0
90	CCN1CCc2c(sc(NC(=O)c3ccc(S(=O)(=O)N(C)c4ccccc4)cc3)c2C(=O)NC)C1
→ -90 | 5
91	CCOC(=O)c1c(-c2ccc(C)cc2)csc1NC(=O)C1CC=CCC1C(=O)O (centres undefined)
→ -5 | 0
92	CN(C)c1nc(N)nc(CSc2nnnn2C)n1
→ 8 | 2
93	COc1ccc(C(=O)NCc2ccc(-c3nc4ccccc4s3)cc2)cc1
→ 0 | 69*
94	CN1CCN(C(=O)C2(NC(=O)Nc3ccccc3Cl)CCCCC2)CC1
→ 0 | 7
95	COc1ccc(-n2cnnc2SCC(=O)Nc2ccc(N3CCOCC3)cc2)cc1
→ 3 | 2
96	CCCn1c(C2CCCN2c2nc(-c3ccc(OC)cc3)cs2)nc2ccccc21 (centres undefined)
→ 10 | 2
97	CCC1(C(=O)OC)NC(c2ccco2)C2C(=O)N(c3ccc(C)cc3)C(=O)C21 (centres undefined)
→ 9 | -15
98	Cc1ccc(CNC(=O)c2c(C)cc(=O)oc2C)cc1
→ 13 | 3
99	CCC1(C)Cc2ccccc2-c2c1c(=O)n(-c1ccc(C)cc1)c1nnnn21 (centres undefined)
→ 22 | -12
100	CCOc1ccc(OCCCCN(C)C)cc1
→ 90* | 6

Every second line gives: Statin myotox sup | esBAF inh
101	CCCc1cc(C(=O)Nc2nccs2)cs1
→ -3 | 19
102	CCCCn1nnnc1SCC(=O)Nc1ccc2c(c1)OCCO2
→ 0 | -4
103	CCn1c(NC(C)=O)nc2ccccc21
→ -9 | -10
104	O=C(Cn1ccc2ccccc2c1=O)NCCC(=O)Nc1cccc(Cl)c1
→ 8 | 0

Marked active in esBAF inh, of those listed so far:
No. | Compound | esBAF inh
8 | O=C(O)CC(C(=O)O)n1nc(-c2ccccc2)cc1-c1ccccc1 (centres undefined) | 58*
45 | CC1CCCCC12NC(=O)N(CC(=O)NC(=O)Nc1ccc3c(c1)OCCO3)C2=O (centres undefined) | 57*
56 | Cc1nnc(NC(=O)C2COc3ccccc3O2)s1 (centres undefined) | 46*
81 | CCOc1ccc(NC(=O)c2ccccc2OCC(=O)c2ccccc2)cc1 | 44*
85 | N#CCc1ccc(NC(=O)Nc2cccc3ccccc23)cc1 | 49*
93 | COc1ccc(C(=O)NCc2ccc(-c3nc4ccccc4s3)cc2)cc1 | 69*
